# S aureus QS inh: S. aureus quorum sensing inhibition; S. aureus RN6390 RNAIII-GFP reporter, AIP-induced, flow cytometry 3 h; inhibition, % at 2 µM; 24,000 compounds, 0.3% hits;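 active = share of bacteria positive for the green fluorescent reporter and its mean brightness both inhibited by 50% or more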;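 note: 0% = AIP-stimulated control and 100% = unstimulated bacteria without AIP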
# S aureus QS inh GFP MFI %: also measured in S aureus QS inh; calls as there; inhibition, %; measured here: inhibition of GFP MFI
# * hit, by the source's call. A portion of the library; count on the stated rates, not on these rows.
item	smiles	S aureus QS inh GFP MFI %	S aureus QS inh
1	CC(NC(=O)OC1CCCCC1)N1C(=O)C2C3C=CC(C3)C2C1=O (stereo not drawn)	4	0
2	COc1ccc(OCCN2C(=O)NC(C)(c3ccc(C)cc3)C2=O)cc1 (stereo not drawn)	-9	1
3	CSc1nnc2c3ccccc3n(Cc3ccccc3)c2n1	-9	-1
4	COC(=O)c1ccccc1NC(=O)C1CC(=O)N(c2ccccc2)C1 (stereo not drawn)	6	1
5	CCCCNC(=O)c1nc2ncc(Br)cn2n1	-4	-2
6	COc1ccc(Cn2c(CCCO)nc3ccccc32)cc1OC	0	-1
7	N#C/C(=C(/O)CN1CCOCC1)c1nc2ccccc2s1	-10	-4
8	O=C(CSc1nc(O)c(Cc2ccccc2F)c(=O)[nH]1)N1CCCCCC1	-1	-1
9	C=CCn1c(NC(=O)c2ccc(C)cc2)c(C#N)sc1=N	2	0
10	CSc1nsc(SC)c1NC(=O)OCc1ccccc1	35	8
11	O=C(Nc1nncs1)c1ccc(N2C(=O)C3C4C=CC(C4)C3C2=O)cc1 (stereo not drawn)	15	7
12	C/C(O)=c1/ccc2cccc3nc(C)nc1c23	-12	-5
13	CC1CC(C)CN(C(=O)Cn2c(=O)n(CCCCC(=O)NCc3ccco3)c(=O)c3ccccc32)C1 (stereo not drawn)	-10	-5
14	c1coc(CN2CN=C(Nc3nc4ccccc4s3)NC2)c1	1	0
15	COc1cccc(NC(=O)c2ccccc2NS(C)(=O)=O)c1	-1	1
16	CC1CCN(CCCNC(=O)c2ccc(CS(=O)(=O)Cc3ccccc3F)o2)CC1	7	-1
17	Cc1ccc(S(=O)(=O)N2CCN(C(=O)CSc3nc4ccccc4o3)C2)cc1	0	0
18	C=CCn1c(COc2ccc(CC)cc2)nnc1SC/C(O)=C(\C#N)c1nc2ccccc2[nH]1	38	0
19	CCOC(=O)Cc1csc(NC(=O)c2cccc(OC)c2)n1	24	1
20	Cc1ccc(NC2c3ncccc3C(=O)N2c2ccccc2C)cc1C (stereo not drawn)	1	0
21	O=C(NCC1CCCO1)c1coc2nc3ccccc3nc12 (stereo not drawn)	37	6
22	COc1ccccc1C(=O)Nc1ccc(N2CCN(Cc3ccccc3)CC2)cc1	-4	-1
23	CCOC(=O)N1CCN(C(=O)c2nn(-c3ccc(C)cc3)c(=O)c3c2c2ccccc2n3C)CC1	11	0
24	CC1CC(NC(=O)c2cnc3n(c2=O)CCS3)CC(C)(C)C1 (stereo not drawn)	1	-1
25	Cc1c(C(=O)NCC2CCCO2)oc2ccc(S(=O)(=O)N3CC(C)CC(C)C3)cc12 (stereo not drawn)	55	28
26	CCCCNC(=O)c1cc2c(-c3ccc(Cl)cc3)nn(C)c2s1	-29	-7
27	O=C(NO)c1ccc(OC(F)F)cc1	-12	-2
28	CCc1ccccc1NC(=O)CN1C(=O)C2CCCN2c2ncc(Cl)cc21 (stereo not drawn)	8	-3
29	CC(NC(=O)Cn1cc2c(n1)CCCCC2)c1ccccc1 (stereo not drawn)	35	11
30	COc1ccc(-c2cc(C(=O)NC3CCCC3)no2)cc1OC	-12	-6

# Of the compounds above, these have fluorine.
item	smiles	S aureus QS inh GFP MFI %	S aureus QS inh
8	O=C(CSc1nc(O)c(Cc2ccccc2F)c(=O)[nH]1)N1CCCCCC1	-1	-1
16	CC1CCN(CCCNC(=O)c2ccc(CS(=O)(=O)Cc3ccccc3F)o2)CC1	7	-1
27	O=C(NO)c1ccc(OC(F)F)cc1	-12	-2

# (cont.)
item	smiles	S aureus QS inh GFP MFI %	S aureus QS inh
31	CC(=O)NC(CCS(C)(=O)=O)C(=O)Nc1cccc(C)c1C (stereo not drawn)	-11	-2
32	Cn1c(C(=O)N2CCCC(C(=O)NCCCc3ccccc3)C2)cc2sccc21 (stereo not drawn)	0	-3
33	Cc1cccc(C)c1NC(=O)CS(=O)CC(=O)NC1CCCc2ccccc21 (stereo not drawn)	-13	0
34	CCN1C=C(Cc2cccs2)C2=C(C1)C(c1cccs1)C(C#N)=C(N)O2 (stereo not drawn)	-6	-3
35	Cc1ccc(N2CCN(c3ccc(C)cc3)C(CC(=O)O)C2=O)cc1 (stereo not drawn)	-8	-2
36	Fc1cc(F)c2nc(N3CCOCC3)sc2c1	-27	-3
37	Cc1ccccc1-n1c(=O)cc(N2CCN(C(=O)c3ccco3)CC2)[nH]c1=O	9	-2
38	CCOC(=O)C1CCN(CC(O)COc2ccc(C(C)=O)cc2)CC1 (stereo not drawn)	-8	0
39	O=C1c2ccccc2C(=O)N1CC1c2ccccc2CCN1S(=O)(=O)c1cnc[nH]1 (stereo not drawn)	51	12
40	Cc1nc(NC2=NCN(CCc3ccccc3)CN2)nc2c(C)cccc12	2	-1
41	CCc1nn2c(N3CCOCC3)cc(C)nc2c1-c1ccc(F)cc1	15	0
42	O=C(CN1CCN(Cc2ccccc2Cl)C1=O)N1CCCCCC1	-24	-5
43	CCOC(=O)N1CCN(CC(O)COC(CC)c2ccccc2)CC1 (stereo not drawn)	12	-2
44	CCCc1cc(C(=O)Nc2cc(Br)ccc2O)no1	-163	-9
45	CN(CC(=O)Nc1ccc(F)c(F)c1)S(=O)(=O)c1cccc2nsnc12	-11	-3
46	CCOC(=O)N1CCN(C(=O)c2ccc3nc(N4CCCCC4)sc3c2)CC1	8	2
47	CC(=O)Nc1nc(C)nc(C)c1C(C)=O	11	1
48	Cn1ccnc1SCCC#N	-9	0
49	CCC(=O)N1CCc2cc(S(=O)(=O)NC(C(=O)NCc3ccccc3)C(C)C)ccc21 (stereo not drawn)	-12	-12
50	O=C(CN1CCN(S(=O)(=O)c2ccc(Br)cc2)CC1)Nc1ccccc1F	-12	-5
51	CCOC(=O)N1CCC(NC(=O)CCS(=O)(=O)c2ccc3c(c2)CCN3C(=O)CC)CC1	46	2
52	O=C(CCCN1C(=O)CSc2ncccc21)N1CCN(c2cccc(C(F)(F)F)c2)CC1	35	1
53	CCOC(=O)N1CCN(C(=O)c2ccc3c(=O)n(-c4ccc(OC)cc4)c(=S)[nH]c3c2)CC1	-7	-1
54	Cc1ccc(/C=c2\sc3nc(-c4ccccc4Br)nn3c2=O)o1	4	0
55	Cc1ccc(N(CN2CCCC2=O)C(=O)c2ccc(OC(C)C)cc2)cc1	7	0
56	Cc1nn(Cc2ccc(F)cc2)c(C)c1NC(=O)c1cc(-c2ccc3c(c2)OCO3)on1	-9	-4
57	COc1ccc(CCNC(=O)C2CCCN(S(C)(=O)=O)C2)cc1OC (stereo not drawn)	-4	-1
58	CCOc1c(OC)cc(C2C(C#N)=C(N)Oc3n[nH]c(-c4ccncc4)c32)cc1OC (stereo not drawn)	-42	-1
59	CN(C)C(=O)N1CCC(C(=O)NCc2ccccc2)CC1	33	2
60	CC(=O)c1ccc(NC(=O)CSc2nnc(NC(=O)CN3CCOCC3)s2)cc1	5	1
61	CSC1=NCCN1C(=O)c1ccc(S(=O)(=O)N2CCCC2)cc1	-8	-1
62	Cc1cc(=O)[nH]c(SCC(=O)c2ccc(C(C)C)cc2)n1	16	6
63	Cc1onc(-c2ccccc2)c1C(=O)Nc1cccc(C#N)c1	-32	-10
64	O=C1OCCN1CCN(CN1C(=O)CCC1=O)CN1C(=O)CCC1=O	7	-1
65	Cc1ccc(-n2ncc3c(N4CCCC(C)C4)ncnc32)c(C)c1 (stereo not drawn)	12	3
66	CCOC(=O)c1cnn(CCOC(=O)Cc2cccs2)c1NC(=O)Cc1cccs1	20	-1
67	CC(C)CC1NC2(C(=O)N(C)c3ccccc32)C2C(=O)N(C(C)C)C(=O)C12 (stereo not drawn)	10	1
68	CCCSCCCNC(=O)CC1Oc2ccccc2NC1=O (stereo not drawn)	-3	-1
69	CCNS(=O)(=O)c1ccc(NC(=O)Cn2nc(C(F)(F)F)cc2C)cc1	1	-2
70	CCOC(=O)c1c(N)nn(C(=O)C(C)C)c1-c1ccccc1	13	0

# Entries listed so far with a CF3 group:
item	smiles	S aureus QS inh GFP MFI %	S aureus QS inh
52	O=C(CCCN1C(=O)CSc2ncccc21)N1CCN(c2cccc(C(F)(F)F)c2)CC1	35	1
69	CCNS(=O)(=O)c1ccc(NC(=O)Cn2nc(C(F)(F)F)cc2C)cc1	1	-2

# Additional structures follow.
item	smiles	S aureus QS inh GFP MFI %	S aureus QS inh
71	CCC(C)NC(=O)c1ccc(NC(=O)C2CCCO2)cc1 (stereo not drawn)	-6	-4
72	CC(C)C1N=C2c3ccccc3N=C(SCc3cc(=O)n4cc(Cl)ccc4n3)N2C1=O (stereo not drawn)	8	1
73	C=CCn1c(SCC(=O)N2CCCC2)nc2cc(C(=O)NCC3CCCO3)ccc2c1=O (stereo not drawn)	-22	-10
74	COc1ccc(NC(=O)NCCN2C(=O)C3C4C=CC(C4)C3C2=O)cc1 (stereo not drawn)	1	0
75	CC(C)NCC(O)COc1ccc(CC(N)=O)cc1 (stereo not drawn)	4	2
76	COc1ccc(C2Oc3ccccc3N2C(C)=O)cc1 (stereo not drawn)	9	2
77	CCN1CCCC1CNC(=O)c1cc2c(=O)n(C)c3ccccc3c2n1C (stereo not drawn)	0	-2
78	C=CCNC(=O)CSc1ccc(Cl)cc1	6	0
79	CC(=O)NC(O)C(=O)c1ccco1 (stereo not drawn)	34	1
80	CCCCn1c(=O)c(Cc2ccccc2)c(O)c2ccccc21	-27	-12

# Two records picked at random from the list so far:
item	smiles	S aureus QS inh GFP MFI %	S aureus QS inh
72	CC(C)C1N=C2c3ccccc3N=C(SCc3cc(=O)n4cc(Cl)ccc4n3)N2C1=O (stereo not drawn)	8	1
75	CC(C)NCC(O)COc1ccc(CC(N)=O)cc1 (stereo not drawn)	4	2

# (cont.)
item	smiles	S aureus QS inh GFP MFI %	S aureus QS inh
81	N#CCSc1nc(Nc2ccc3c(c2)OCO3)c2ccccc2n1	49	51
82	COc1ccc(NC(=O)Cn2nnc(-c3ccccc3F)n2)cc1Cl	-3	0
83	Cc1cc(OCC(=O)Nc2ccc3oc(-c4ccncc4)nc3c2)ccc1Cl	3	0
84	Cc1cccc(Nc2nc3c(c(=O)n(C)c(=O)n3C)n2Cc2ccccc2)c1	-2	-2
85	COc1ccc(CCNC(=O)c2nnn(-c3ccc4c(c3)OCCO4)c2N)cc1OC	-6	-2
86	CCN1CCN(c2cc(C)c3cc(NC(=O)c4cncc(Br)c4)ccc3n2)CC1	-9	-3
87	CCSc1nnc(NC(=O)CCNS(=O)(=O)c2cc(Br)cnc2N)s1	17	0
88	CCOC(=O)C1=C(c2ccccc2)NC(SCC(=O)Nc2cccc(C)c2)=C(C#N)C1c1ccco1 (stereo not drawn)	19	16
89	Cc1ccc2c(c1)-c1c(cnn1CC(=O)NC(C)CCc1ccco1)CO2 (stereo not drawn)	24	12
90	COc1ccccc1N(C)S(=O)(=O)c1ccc(C(=O)NC2=NCCS2)cc1	-2	1
91	CCOc1ccccc1Nc1nnc(Cc2ccccc2Cl)c(=O)[nH]1	28	17
92	CCCS(=O)(=O)NCCc1cc2cc(C)c(C)cc2[nH]c1=O	13	0
93	Cc1ccccc1NC(=O)Cc1nnc(SCC(=O)N2CCN(c3ccccc3)CC2)n1C	7	0
94	O=C(CN(C(=O)CCC(=O)Nc1nccs1)c1ccccc1F)NCC1CCCO1 (stereo not drawn)	-11	-3
95	Cc1ccc(-n2c(=O)[nH]cc(C(=O)Nc3ccc4c(c3)OCCO4)c2=O)cc1C	32	22
96	CCOc1ccc(-c2nc(-c3ccccc3)no2)cc1OCC	-13	0
97	CC(C)(C)/C(O)=C(/C#N)c1nc2ccccc2[nH]1	-18	-4
98	COc1ccc(N2CCN(C(=O)CSc3ccccc3N)CC2)cc1	6	3
99	CCCN1Cc2cccc(C(=O)NCCCOC(C)C)c2C1=O	-10	-4
100	Cc1ccc(C2C=C(c3ccc4c(c3)OCO4)Nc3ncnn32)cc1 (stereo not drawn)	18	5

# Some values from the results shown:
# S aureus QS inh GFP MFI %, no. 76 stands at 9
# S aureus QS inh, no. 38 stands at 0
# S aureus QS inh GFP MFI %, no. 56 stands at -9
# S aureus QS inh, no. 74 stands at 0
# S aureus QS inh GFP MFI %, no. 34 stands at -6

# The list continues.
item	smiles	S aureus QS inh GFP MFI %	S aureus QS inh
101	O=C(Nc1ccc2c(c1)OCO2)C(c1ccc(Cl)cc1)N1CCC2(CC1)OCCO2 (stereo not drawn)	-13	-2
102	CC(C)c1ccc(O)c(NC(=O)c2ncn[nH]2)c1	-14	-1
103	COC(=O)Sc1nnc(-c2ccc(Br)cc2)o1	-2	-1
104	O=C(COc1ncnc2ccccc12)NCc1ccc2c(c1)OCO2	-10	0
105	COc1ccc(N2CCN(C(=O)C3CCC(Cn4c(=S)[nH]c5ccccc5c4=O)CC3)CC2)cc1 (stereo not drawn)	42	33
106	O=C(CCCn1c(=S)[nH]c2cc3c(cc2c1=O)OCO3)N1CCc2ccccc2C1	65*	66*
107	Cc1ccc(NC(=O)COc2nc(C)cs2)cc1	10	-1
108	COc1cccc(CN2C(=O)CN(C3CCCCC3)C(=O)C2c2ccc(F)cc2)c1 (stereo not drawn)	-7	-1
109	CCOC(=O)N1CCC(N2C(=O)c3ccccc3C2=O)CC1	24	8
110	CCCCNC(=O)CCCCCn1c(=O)[nH]c2cc(OC)c(OC)cc2c1=O	6	4
111	CCN(CC)S(=O)(=O)c1ccc(NC(=O)c2cccc3c2C(=O)N(CCOC)C3)cc1	-1	-4
112	Cn1c(=O)oc2cc(S(=O)(=O)N3CCCC3)ccc21	-7	-3
113	COc1ccccc1S(=O)(=O)Cc1ccc(C(=O)N2CCN(c3ccccn3)CC2)o1	1	2
114	O=C(c1ccc(-c2ccccc2)cc1)N1CCN(c2ncccn2)CC1	-18	0
115	c1csc(-c2nc3nc4ccccc4nc3n2Cc2ccc3c(c2)OCO3)c1	26	16
116	COc1ccc(-c2noc(-c3ccccc3C(=O)Nc3cccnc3)n2)cc1	-26	-4
117	N#CCC(=O)N1CCn2c1nc1ccccc12	-17	-1
118	CC1CCN(c2nnc(N)s2)CC1	-23	-2
119	O=C(CCCn1c(=O)[nH]c2cc(Cl)ccc2c1=O)NCCCN1CCCC1	-5	-2
120	Cc1cc(=O)n2[nH]c(-c3ccccc3Cl)cc2n1	-48	-1
